Bioassay records: PubChem BioAssay, National Center for Advancing Translational Sciences (NCATS)
VP16 counter – Gal4-VP16 reporter inhibition counter-screen; Drosophila S2 Gal4-VP16 UAS-luciferase, luminescence, 20 h; Potency, µM (top dose mostly 53.6 µM), for inactives: top-dose activity, negative = inhibition, usual class: inhibitors; 310,000 tested, 3.5% active;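 further: Gal4-VP16 expression switched on by copper sulfate through the metallothionein promoter; potency means the concentration at half of the fitted maximal effect; on the % scale 0 is the no-effect control and ±100 the full control effect; nearly all actives have a fitted effect of over 50% in size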
FLuc modulator – counter-screen for miR-21 project: firefly luciferase inhibitors or activators; P08659; purified FLuc, Km substrates, luminescence inhibition; Potency, µM (highest dose often 57.5 µM), inactives show at the top dose activity change, negative = inhibition, usual class: inhibitors; 360,000 tested, 6.9% active;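 further: potency means the concentration at half of the fitted maximal effect; plate controls were vehicle for no effect and reference inhibitor for full effect; nearly all actives have a fitted effect of over 55% in size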
Target sequence (P08659 whole entry, looked up): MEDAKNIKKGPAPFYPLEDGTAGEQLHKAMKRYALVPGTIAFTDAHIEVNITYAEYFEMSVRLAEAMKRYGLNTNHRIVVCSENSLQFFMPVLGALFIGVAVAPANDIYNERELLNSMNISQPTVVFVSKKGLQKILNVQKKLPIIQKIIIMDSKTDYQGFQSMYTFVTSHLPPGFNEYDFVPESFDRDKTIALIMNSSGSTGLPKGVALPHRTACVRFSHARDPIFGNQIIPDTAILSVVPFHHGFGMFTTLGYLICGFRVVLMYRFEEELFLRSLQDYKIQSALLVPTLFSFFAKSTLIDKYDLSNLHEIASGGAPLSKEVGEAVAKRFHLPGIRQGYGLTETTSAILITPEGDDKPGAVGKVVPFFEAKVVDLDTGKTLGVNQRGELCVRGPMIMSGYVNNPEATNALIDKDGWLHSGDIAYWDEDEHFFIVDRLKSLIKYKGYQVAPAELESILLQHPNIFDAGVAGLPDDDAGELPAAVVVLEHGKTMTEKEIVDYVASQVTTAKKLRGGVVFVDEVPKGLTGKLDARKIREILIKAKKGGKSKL
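Purified P. pyralis luciferase (10nM final) with 10uM D-luciferin and 10uM ATP (Km levels) in 50mM Tris acetate pH 7.5, 10mM Mg acetate, 0.01% Tween-20, 0.05% BSA; qHTS 6-point titration, ~60 µM downward; luminescence read.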
Rab9 promoter act – Rab9 promoter activation; Potency, µM (doses to about 9.22 µM), without a hit: at the highest dose activation, negative = inhibition, most hits filed as activators; Huh7 Rab9 promoter-luciferase reporter, luminescence, 24 h; 320,000 tested, 2.8% active; further: potency means the concentration at half of the fitted maximal effect; % of control where 0% means no effect; nearly all actives have a fitted effect of over 60% in size
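Quantitative HTS format; Huh7 Rab9-luciferase reporter cells (1500/well) receive compound 2 h post-plating, incubate 24 h at 37 °C, then get luciferase reagent for 10 min before luminescence reading.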
ELG1 genotoxic – induces genotoxicity in HEK293T cells with luciferase-tagged ELG1; HEK293T ELG1-luciferase reporter, luminescence, 16 h; Potency, µM (titrated, usually from 46 µM), inactives show at the top dose activity change, positive = activation, usual class: activators; 330,000 tested, 1.3% active; further: potency means the concentration at half of the fitted maximal effect; % of control where 0% means no effect; nearly all actives have a fitted effect of over 60% in size
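HEK293T cells expressing luciferase-tagged ELG1 were exposed to compound or DMSO vehicle for 16 hr at 37 °C and 5% CO2. Luciferase activity was then measured with ONE-Glo after 30 min at room temperature.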
Giardia kill – Giardia lamblia killing | Giardia lamblia trophozoite viability | activity change, % at 7.66 µM, hits read low | 340,000 tested, 0.15% active; in the data active means activity change below about -80%; inconclusive means between about -30% and that limit;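 further: parasites exposed to compound for two days anaerobically before the ATP read; on the % scale 0 is the no-effect control and ±100 the full control effect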
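Giardia lamblia trophozoites (100 cells/well) were incubated with compounds for 48 h at 37 deg C under anaerobic conditions. Viability was read as ATP content by one-step luminescence after 15-30 min at room temperature.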
NPC1 promoter act – NPC1 promoter activation; Potency, µM (series often up to 9.22 µM), for the others: at the highest dose activation, most hits filed as activators; Huh7 NPC1 promoter luciferase reporter, 24 h; 320,000 tested, 2.4% active;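 further: potency means the concentration at half of the fitted maximal effect; % of control where 0% means no effect; nearly all actives have a fitted effect of over 60% in size; reporter is driven by a mutant NPC1 promoter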
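Huh7 reporter cells (NPC1 promoter driving luciferase) are dosed with compound for 24 h at 37 °C, 5% CO2; luciferase detection reagent is then added and luminescence measured after 10 min at ambient temperature.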
p53 reactivation – re-activators of mutant p53; 320,000 tested, 0.063% active; Potency, µM (highest dose often 92.2 µM), without a hit: at the top dose activity change, positive = activation, actives largely listed as activators; H1299 p53-A138V BP100-luciferase reporter, luminescence, 24 h; further: potency means the concentration at half of the fitted maximal effect; % of control where 0% means no effect; nearly all actives have a fitted effect of over 45% in size
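p53-null H1299 cells stably carrying temperature-sensitive p53-A138V and a BP100-luciferase reporter were pinned with compounds (4-point, 1:5 series) and held 24 hrs at 37 deg C. Luminescence was read 10 min after detection reagent.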
RORgamma inh – ROR gamma (mouse) transcription inhibition; P51450; Drosophila S2 Gal4-RORgamma UAS-luciferase reporter, 20 h; Potency, µM (doses to about 53.6 µM), without a hit: top-dose activity change, negative = inhibition, most hits filed as inhibitors; 310,000 tested, 5.4% active; AID 2551; further: potency means the concentration at half of the fitted maximal effect; on the % scale 0 is the no-effect control and ±100 the full control effect; nearly all actives have a fitted effect of over 60% in size
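Luciferase reporter read in Schneider cells carrying Gal4-RORγ (mouse) and UAS-Photinus luciferase; cells given compound 1 h before 700 uM copper sulfate induction, then incubated 20 h at ambient temperature.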
Menin MLL FP TR – displaces Texas Red mutant MLL peptide from human menin. 270,000 tested, 0.23% active. O00255. Menin + Texas Red MLL mutant peptide, fluorescence polarization. Potency, µM (series often up to 61.6 µM), for inactives: at the top dose FP activity change, negative = inhibition, hits mostly inhibitors; active means well fitted inhibition curve with a large enough effect in the polarisation, with a control signal flat, not every such curve was filed as active; inconclusive means small, poorly fitted or top-dose-only effect, or effect the other way, or a change in a side signal; inactive means no such curve, though single readings can be large or run the other way; the % refers to the polarisation; further: potency means the concentration at half of the fitted maximal effect; % of control where 0% means no effect; many of its hits are not listed in these tables
PKM2 activator – increases activity of human pyruvate kinase M2; purified PKM2, Kinase-Glo ATP luminescence, activation; response scale: 0% is enzyme alone, no compound; AID 1631; P14618; 260,000 tested, 0.34% active; Potency, µM (highest dose often 57.5 µM), for inactives: at the highest dose activation, usual class: activators; further: potency means the concentration at half of the fitted maximal effect; on the % scale 0 is the no-effect control and ±100 the full control effect; nearly all actives have a fitted effect of over 55% in size
Target sequence (P14618 whole entry, looked up): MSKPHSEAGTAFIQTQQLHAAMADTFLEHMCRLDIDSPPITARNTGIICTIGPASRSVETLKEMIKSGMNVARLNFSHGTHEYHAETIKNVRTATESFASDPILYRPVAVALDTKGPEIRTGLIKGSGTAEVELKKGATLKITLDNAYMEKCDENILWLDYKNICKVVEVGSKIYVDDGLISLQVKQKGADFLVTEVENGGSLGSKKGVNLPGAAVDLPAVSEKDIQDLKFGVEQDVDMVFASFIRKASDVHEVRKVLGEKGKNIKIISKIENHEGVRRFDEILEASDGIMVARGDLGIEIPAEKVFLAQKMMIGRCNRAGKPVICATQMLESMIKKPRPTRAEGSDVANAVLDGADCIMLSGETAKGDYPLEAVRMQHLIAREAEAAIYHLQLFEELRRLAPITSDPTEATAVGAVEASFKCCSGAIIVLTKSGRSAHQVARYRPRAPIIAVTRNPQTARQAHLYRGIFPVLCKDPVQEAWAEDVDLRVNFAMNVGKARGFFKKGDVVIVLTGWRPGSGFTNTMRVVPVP
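Purified hPK-M2 (>95% pure) converted ADP (0.1 mM final) to ATP with 0.5 mM PEP in 50 mM imidazole pH7.2, KCl, MgCl2, Tween 20, BSA; 1 h at room temperature. ATP detected by Kinase-Glo luminescence.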
BRCA1 expr act – increases BRCA1 expression; AID 624202; Potency, µM (highest dose often 46.1 µM), inactives show at the top dose activation, hits mostly activators; 380,000 tested, 1.1% active; MCF7-BRCA1-FFLuc reporter, luminescence, 48 h; response scale: scaled: vehicle 0%, 10 µM genistein 100%; further: potency means the concentration at half of the fitted maximal effect; nearly all actives have a fitted effect of over 80% in size; some results filed as inactive show a strong effect at the top dose
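Quantitative HTS in MCF7 cells stably reporting BRCA1 expression via firefly luciferase. Compound treatment lasts 48 h at 37 °C in phenol-red free MEM. Activation is expressed relative to genistein at 10 microM and DMSO.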
An asterisk follows results filed as active; ? = inconclusive; . = no result given; [ ] = remark or other dose. Unless noted, the call rests on the fitted dose curve; in most records, active means well fitted curve in the direction sought with a large enough effect; inconclusive means small, poorly fitted or top-dose-only effect, or another doubt; inactive means no such curve, though single readings can be large; an effect the other way counts as inactive or inconclusive.

SMILES	VP16 counter	FLuc modulator	Rab9 promoter act	ELG1 genotoxic	Giardia kill	NPC1 promoter act	p53 reactivation	RORgamma inh	Menin MLL FP TR	PKM2 activator	BRCA1 expr act
CCC(C(=O)NCCc1c[nH]c2ccc(C)cc12)c1ccccc1 (stereo not drawn)	4.7%	0.3%	3.5%	-3.0%	6.0	2.4%	-2.8%	2.1%	3.7%	.	-31.0%
CCc1ccc(C(=O)COC(=O)CNC(=O)Cc2ccccc2)cc1	-4.4%	16.9µM*	0.9%	2.9%	5.2	2.5%	-14.3%	31.7%	-13.8%	2.2%	-6.0%
CCOC(=O)c1c(C)c(C(=O)NCc2ccco2)c(C)n1Cc1ccccc1	-9.1%	-0.3%	0.5%	1.4%	2.9	-3.2%	-24.1%	34.7%	9.4%	-1.0%	0.6%
COc1cc2c(cc1C1NC(=S)NC(C)=C1C(N)=O)CCCC2 (stereo not drawn)	-2.2%	0.6%	-1.7%	?	-15.5	-7.5%	-6.4%	2.82µM*	4.2%	-2.1%	-39.7%
Nc1ncnc(Oc2cccc3cccnc23)c1[N+](=O)[O-]	8.91µM*	5.8%	1.4%	-10.3%	-8.6	-2.2%	-0.6%	4.47µM*	-7.9%	0.5%	-35.8%
O=S(=O)(NCCc1ccc(Cl)cc1)c1cccc2cccnc12	0.9%	0.8%	-5.4%	-0.9%	-5.0	-1.9%	0.9%	19.5%	11.6%	.	-15.5%
C=CCN1c2ccccc2[C@]23C[C@@H](C(=O)OC)N(C(=O)c4ccc(Br)cc4)C2=NC(C(=O)OC)=C(C(=O)OC)[C@H]13	-10.0%	0.8%	-7.7%	-12.8%	12.1	-3.6%	-2.0%	70.2%	-3.2%[11.7 µM]	-1.5%[11.5 µM]	-64.4%
CCOC(=O)COc1ccc(Br)cc1C1NC(=O)NC(C)=C1C(=O)NCc1ccccc1 (stereo not drawn)	-4.7%	-0.4%	-3.4%	-2.6%	-4.4	-2.1%	-4.4%	13.1%	3.9%	3.0%	3.5%
Cc1cccc(S(=O)(=O)Nc2nc3ccccc3nc2Nc2cccc(C(=O)O)c2)c1	0.0%	-16.8%	1.4%	0.0%	-12.1	-6.7%	2.7%	-0.7%	?	.	-27.3%
COc1ccc(N(CC(=O)NN=C2CCN(C)CC2)S(=O)(=O)c2ccc(NC(C)=O)cc2)cc1	8.9%	-0.5%	-0.4%	-1.0%	-21.2	-0.5%	0.5%	-30.1%	-9.4%	.	-3.8%
CC(C)OC(=O)CN1CCN(S(=O)(=O)c2cc(Cl)ccc2Cl)CC1	-0.4%	1.9%	1.0%	1.5%	3.2	-2.2%	6.5%	16.4%	0.7%	-15.0%	-8.5%
Cc1cccc(/C=N/NC(=O)Cc2cccs2)c1	16.7%	?	29.9%	15.8%	-11.6	20.5%	7.0%	30.5%	.	4.0%	11.2µM*
CCN1C(=O)[C@H]2[C@@H](c3ccc(Cl)cc3)N3C(=O)CN(CCOC)C(=O)[C@@]3(C)[C@H]2C1=O	-8.4%	-1.2%	-6.2%	-1.0%	-0.7	1.4%	4.4%	-5.9%	7.2%	-0.8%	-5.3%
Cc1ccc(-n2nnnc2SCC(=O)NCC2CCCO2)cc1C (stereo not drawn)	.	-4.2%	-1.1%	1.3%	-3.6	-1.7%	8.0%	.	.	.	-10.0%
Nc1nc(N)nc(-c2ccccc2O)n1	-0.7%	-16.5%	0.6%	6.6%	9.1	19.1%	?	5.3%	5.2%	0.0%	72.5%
O=C(NCc1ccccc1)C(c1ccncc1)N(C(=O)c1csnn1)c1cccc(F)c1 (stereo not drawn)	15.2%	-0.9%	-2.6%	0.5%	-9.5	-2.2%	3.8%	-0.1%	11.2%	-9.6%	26.2%
O=C(O)c1ccc(N(c2ccccc2)c2ccccc2)cc1	-24.5%	-1.6%	-4.0%	3.2%	13.5	-3.3%	-9.6%	-3.0%	4.7%	1.6%	3.9%
COc1cc(=O)[nH]c(SC(C)C(=O)Nc2ccc3ccccc3c2)n1 (stereo not drawn)	3.4%	-5.8%	-1.2%	3.2%	-26.4	-0.2%	-3.4%	0.8%	39.5%[activator]	7.9%	-14.0%
Cc1cc(NC(=O)COc2nnc(-c3ccccc3)c3ccccc23)no1	-18.3%	5.0%	-2.3%	11.0%	-4.6	-3.6%	-8.6%	-9.5%	1.6%	3.4%	-4.6%
CCn1c(O)c(N=NC(=O)CNC(=O)/C=C/c2ccco2)c2ccccc21	5.3%	6.8%	0.4%	4.8%	0.5	6.3%	-4.0%	35.5%	-1.7%	11.2%	-1.7%
Cc1cc(Cl)c(S(=O)(=O)N2CCCC2)cc1OCC(N)=O	10.7%	-1.4%	-4.7%	0.0%	0.6	-3.1%	-0.5%	-27.3%	3.2%	-0.8%	-4.6%
COc1ccc(NC(=O)CN(C)C(=O)c2cc(-c3ccc(Cl)cc3)nc3ccccc23)cc1	.	23.9µM*	-1.4%	-42.9%[inhibitor]	-9.5	2.0%	-4.0%	.	.	.	-78.7%
Cc1nn(Cc2ccccc2)c(C)c1C(=O)NCCN1C(=O)S/C(=C\c2ccc(F)cc2)C1=O	3.8%	-11.7%	2.3%	0.6%	14.3	-0.9%	-3.8%	24.5%	3.6%	-15.7%	0.5%
O=C(C1CC1)N1CCN(C(c2ccccc2)c2ccccc2)CC1	-2.1%	0.6%	-3.7%	0.2%	-0.6	-0.9%	0.5%	22.0%	-7.0%	-1.9%	2.2%
Cc1cc(C)cc(NC(=S)N2C3CCCC2CC(NC(=O)C2CC2)C3)c1 (stereo not drawn)	4.5%	2.2%	-0.1%	1.9%	-3.4	1.6%	-0.5%	-17.1%	.	.	-5.7%
Other records:
SMILES	VP16 counter	FLuc modulator	Rab9 promoter act	ELG1 genotoxic	Giardia kill	NPC1 promoter act	p53 reactivation	RORgamma inh	Menin MLL FP TR	PKM2 activator	BRCA1 expr act
CCC(=O)NCc1c(C)c(C)n(Cc2ccccc2)c1-n1cccc1	16.6%	-0.7%	0.8%	-0.5%	-7.9	-4.5%	-0.5%	34.1%	-2.3%	4.0%	0.0%
Cc1ccc(NC(=O)COc2coc(CN3CCc4ccccc4C3)cc2=O)cc1Cl	.	4.6%	-17.3%	2.4%	12.9	-2.6%	-4.4%	.	.	.	-37.4%
CCOC(=O)N1CCN(C(=O)CN(c2cccc(C(F)(F)F)c2)S(=O)(=O)c2ccccc2)CC1	4.3%	6.7%	-5.2%	0.6%	-8.3	-6.3%	-19.7%	-21.7%	-5.3%	5.7%	4.1%
CC(C)Oc1ccc(OCCCN2CCCCCC2)cc1	2.7%	-2.1%	-6.5%	-0.2%	-13.2	6.1%	4.6%	39.1%	.	-10.9%	11.6%
CCOC(=O)CCNC(=O)N1CCCC(C(=O)c2cc(C)c(OC)c(C)c2)C1 (stereo not drawn)	14.9%	-1.7%	0.1%	-6.8%	-3.5	-1.6%	.	10.1%	-12.9%	-1.2%	-8.6%
CC(C)Nc1nc2n(c(=O)n1)CCN2C(C)C	-0.4%	-0.1%	0.5%	-4.0%	-9.0	-0.1%	5.3%	-20.7%	1.2%	-1.7%	-2.7%
COc1ccc(Cl)cc1N1C(=O)CN(Cc2cc(OC)c(OC)c(OC)c2)C1=S	-0.1%	-17.3%	-4.1%	-7.0%	51.1[activator]	-5.5%	1.3%	-13.2%	48.8%[activator]	.	-46.2%
C[C@@]12CC(=O)NC1N(C(=O)c1ccccc1)C(c1ccccc1OC(=O)c1ccccc1)C2 (stereo partly drawn)	-2.0%	-0.4%	1.3%	1.8%	25.5	-0.6%	-5.2%	-2.8%	.	-0.4%	-8.2%
COc1ccc(CN2CCNC(=O)C2CC(=O)NCCCn2cccn2)cc1C (stereo not drawn)	1.0%	1.1%	-12.1%	-3.6%	-11.4	-3.2%	7.2%	-11.9%	.	.	-19.4%
CCSc1nc(O)cc(=O)[nH]1	3.9%	-0.8%	-11.0%	3.1%	4.5	-3.6%	-2.1%	-28.0%	25.4%	3.8%	-3.7%
COc1cc2c(cc1OC)C(C)N(C(C)=O)CC2 (stereo not drawn)	27.4%	3.1%	-1.0%	?	3.1	-0.7%	-2.4%	?	5.3%	-1.9%	-1.8%
COc1ccc(C(CNC(=O)C2CC2)N(C)C)cc1 (stereo not drawn)	?	-12.3%	14.3%	-2.7%	-6.3	14.0%	7.8%	-10.4%	.	0.0%	40.3%
Cn1ccnc1Sc1ccc(/C=N/NC(=O)c2ccccc2[N+](=O)[O-])cc1[N+](=O)[O-]	-24.7%	1.3%	-2.1%	0.0%	1.2	2.0%	7.2%	9.5%	-3.1%	11.0%	-10.0%
CC(C)(C(=O)O)n1cncn1	-1.1%	-1.9%	1.4%	-1.0%	-2.1	1.1%	3.5%	2.7%	3.9%	.	7.1%

This is a subset (hit frequency here may not be typical).
